Yp Topo-I inh = Yersinia pestis topoisomerase I inhibitors, primary screen, biochemical, cleavage product accumulation, plate reader, single point; activity, % at 10 µM; Y. pestis Topo-I cleavage product accumulation; DNA topoisomerase I (Yersinia pestis CO92); AID 504884, 2011; 360,000 tested, 0.064% active; in the data active means activity above about 50%, passing the limit was not always enough; further: inactives centre near 2
Anthrax LF prot = Bacillus anthracis LF protease inhibitors, primary screen, biochemical, multiplex microsphere, MLPCN library; Lethal factor (Bacillus anthracis), P15917; multiplex microsphere protease cleavage assay; inhibition, % at 10 µM; 360,000 tested, 0.12% active; AID 588501, 2011; in the data active means inhibition above about 30%; further: plate controls were buffer without enzyme for full effect and enzyme alone for no effect
TcdB GH inh = TcdB glycohydrolase inhibitors, primary screen, biochemical, single point, plate reader. Toxin B (Clostridioides difficile), P18177. 350,000 tested, 0.24% active. TcdB glycohydrolase enzymatic assay. inhibition, % at 9.99 µM. AID 652162, 2013; in the data active means inhibition above about 10%
VHR inh abs = VHR1 phosphatase inhibitors, primary screen, biochemical, absorbance, uHTS. Dual specificity protein phosphatase 3 (Homo sapiens), P51452. recombinant VHR phosphatase, pNPP absorbance. inhibition, % at 13.3 µM. 290,000 tested, 0.52% active. AID 1654, 2009; in the data active means inhibition above about 50%; further: some compounds called inactive have numbers as strong as hits
Target sequence (P51452 whole entry, looked up): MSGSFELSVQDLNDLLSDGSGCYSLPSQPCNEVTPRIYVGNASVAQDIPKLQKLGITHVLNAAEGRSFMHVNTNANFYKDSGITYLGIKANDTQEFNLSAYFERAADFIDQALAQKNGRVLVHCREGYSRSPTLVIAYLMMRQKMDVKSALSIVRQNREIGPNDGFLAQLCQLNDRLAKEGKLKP
PfHsp40 yeast = rescue of yeast from PfHsp40 toxicity, primary screen, S. cerevisiae, ATP luminescence | S. cerevisiae expressing PfHsp40, growth rescue | growth rescue, % at 12.5 µM | 340,000 tested, 0.68% active; in the data active means growth rescue above about 28%, passing the limit was not always enough;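 further: yeast W303a lacking pdr1 and pdr3 grown in galactose medium; growth measured after three days at 30 °C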
BH1578 lux ind = inducers of Vibrio cholerae quorum light production without autoinducers, primary screen, BH1578 luxS cqsA deficient, single point. V. cholerae BH1578 lux reporter, luminescence, 6 h. activation, % at 18.7 µM. 350,000 tested, 0.16% active. AID 588436, 2011; in the data active means activation mostly above about 9.7%, no sharp cut-off; further: not every result past the cut was called active; inactives centre near 0; reference of the scale not given here
SSB-PriA inh = inhibitors of Klebsiella pneumoniae PriA binding to SSB C-terminal tail, primary screen, biochemical, AlphaScreen; 430,000 tested, 0.6% active; AlphaScreen SSBct-PriA binding, biotinylated peptide; inhibition, % at 33 µM; PriA–SSB C-terminal tail interaction (Klebsiella pneumoniae); in the data active means inhibition mostly above about 37%, no sharp cut-off; inactive means mostly below about 20%;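 further: plate controls were negative control peptide for no effect and reference peptide for full effect; strong numbers were not always called active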
MazF activator = activators of E. coli MazEF toxin-antitoxin RNase, primary screen, biochemical, fluorescence, uHTS; FAM/BHQ RNA-DNA oligo cleavage fluorescence, 5 h; 350,000 tested, 0.32% active; activation, % at 20 µM; AID 504720, 2011; in the data active means activation above about 50%
Target sequence (P0AE70 whole entry, looked up): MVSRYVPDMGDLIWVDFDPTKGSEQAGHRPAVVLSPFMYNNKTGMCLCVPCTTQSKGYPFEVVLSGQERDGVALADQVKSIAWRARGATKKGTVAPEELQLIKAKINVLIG
SARS 3CLpro inh = SARS-CoV 3CLpro protease inhibitors, primary screen, biochemical, quenched FRET; Replicase polyprotein 1ab (Severe acute respiratory syndrome coronavirus), P0C6X7; recombinant SARS-CoV 3CLpro, quenched FRET peptide cleavage; inhibition, % at 6 µM; 290,000 tested, 0.14% active; AID 1706, 2009; in the data active means inhibition above about 12%
Rv3671c inh = Rv3671c serine protease inhibitors, primary screen, biochemical, fluorescence polarization, M. tuberculosis H37Rv. inhibition, % at 5.96 µM. P9WHR9. 320,000 tested, 0.048% active. AID 2606, 2010; in the data active means inhibition above about 38%;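 further: extracellular domain of Rv3671c used as enzyme; 0% = enzyme with DMSO and 100% = no enzyme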
Target sequence (P9WHR9 whole entry, looked up, the tested form may be a part): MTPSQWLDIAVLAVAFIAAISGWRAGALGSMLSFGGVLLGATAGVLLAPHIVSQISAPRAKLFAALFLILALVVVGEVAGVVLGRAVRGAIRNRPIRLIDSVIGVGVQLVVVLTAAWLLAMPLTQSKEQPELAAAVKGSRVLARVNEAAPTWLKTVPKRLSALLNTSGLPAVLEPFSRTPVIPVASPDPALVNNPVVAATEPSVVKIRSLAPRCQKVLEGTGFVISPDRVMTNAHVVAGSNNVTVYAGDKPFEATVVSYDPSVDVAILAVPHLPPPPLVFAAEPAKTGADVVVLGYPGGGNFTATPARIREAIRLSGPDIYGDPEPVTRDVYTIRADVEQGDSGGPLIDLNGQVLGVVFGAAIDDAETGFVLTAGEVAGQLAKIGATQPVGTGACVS
* = called active by the depositor; i = inactive; x = no result given; & = joins results of further samples. Only part of the results is shown; the hit share may differ from the screen's.

1: CCOc1ccc(C(CC(=O)O)NC(=O)c2cccs2)cc1 (stereo unspecified)
2: O=S(=O)(NC1=NCCC1)c1cccc(NS(=O)(=O)c2ccc(F)c(Cl)c2)c1
3: CC(C)Oc1ccc(CNC(=S)N/N=C/c2ccc([N+](=O)[O-])cc2)cc1
4: CC1CCN(CC(=O)Nc2ccc(S(=O)(=O)N3CCCCC3)cc2)CC1
5: COCCNC(=O)CSc1ncnc2sc(-c3ccccc3)cc12
6: COc1ccc(/C(N)=N/OC(=O)c2cccc([N+](=O)[O-])c2)cc1OC
7: CN(C)c1nc(N)c2nccnc2n1
8: CN(C)c1c(F)cc(C(=O)NC(=O)NCc2cccnc2)cc1F
Assay by compound,1,2,3,4,5,6,7,8
Yp Topo-I inh,-9,-3,-2,12,41,-3,1,-5
Anthrax LF prot,-4,-6,-3,-4,-4,2,-1,-2
TcdB GH inh,-1.0,-1.3,0.4,0.6,0.7,x,1.7,-1.2
VHR inh abs,6,x,19,30,12,-2,x,19
PfHsp40 yeast,1.3,-0.4,1.9,-0.1,0.5,-1.9,0.5,-0.7
BH1578 lux ind,1.1,i,i,-2.3,-0.3,i,8.3,-0.5
SSB-PriA inh,-20,-2,x,-9,4,x,-5,2
MazF activator,1,3,2,-7,8,8,6,2
SARS 3CLpro inh,-1,x,3,2,2,4,x,-2
Rv3671c inh,-2,-5,-9,-5,-3,-3,x,6

9: O=C1CC(N2CCN(c3cccc(C(F)(F)F)c3)CC2)C(=O)N1c1ccc(F)cc1 (stereo unspecified)
10: C#CCOCCOCCOCCNc1nc(N2CCN(C(=O)[C@H](CCCCN)n3cc(C(N)CC(C)C)nn3)CC2)nc(N2CCN(C(=O)[C@H](CCC(=O)O)n3cc(C(N)[C@H](C)CC)nn3)CC2)n1 (stereo partly specified)
11: COc1ccc(CN(C(=O)c2cc(=O)c3ccccc3o2)C2CCS(=O)(=O)C2)cc1OC (stereo unspecified)
12: CC(C)(C)OC(=O)CNC(=O)c1[nH]cnc1C(=O)NCCCCCNC(=O)OC(C)(C)C
13: O=C(NC1CCOCC1)C1CCC(=O)N(CCc2ccc(Cl)cc2)C1 (stereo unspecified)
14: Cc1cc2c(Nc3ccccc3)ncnc2s1
15: Cc1c(C(=O)NNS(=O)(=O)c2ccccc2Cl)sc(=S)n1C
16: Cn1c(=O)n(C)c2cc(S(=O)(=O)NCCO)ccc21
Assay by compound,9,10,11,12,13,14,15,16
Yp Topo-I inh,0,-9,4,3,0,-6,-6,6
Anthrax LF prot,-5,-6,2,-9,-1,-4,0,-1
TcdB GH inh,x,x,0.4,2.2,0.1,0.2,-3.6,0.2
VHR inh abs,23,25,38,17,-17,22,2,2
PfHsp40 yeast,1.5,-1.5,1.2,-1.2,1.6,-0.7,-0.4,-0.8
BH1578 lux ind,-3.8,0.9,i,0.1,7.1,-0.2,i,i
SSB-PriA inh,-10,1,-5,-20,1,-33,11,-7&0
MazF activator,0,14,8,9,7,-12,-1,7
SARS 3CLpro inh,-1,6,-2,-3,4,4,4,-3
Rv3671c inh,-18,-6,-15,3,-3,-3,4,-4

17: Cc1ccccc1-n1cnc2c(sc3nc(N4CCOCC4)c4c(c32)CCCC4)c1=O
18: CN1CCC(C)(C(=O)Nc2ccc3c(c2)OCCO3)C1 (stereo unspecified)
19: CCn1ncc(Br)c1C(=O)Nc1ccc(C(C)C)cc1
20: CCC1CCCCN1c1nc(-c2ccncc2)nc2ccccc12 (stereo unspecified)
21: CCOC(=O)C(CC(=O)O)NCc1ccco1 (stereo unspecified)
22: COc1ccc(NC(=O)CSCc2ccc(C#N)cc2)c(OC)c1
23: CCCn1c(=S)[nH]c2cc(C(=O)N3CCCC(C(=O)OCC)C3)ccc2c1=O (stereo unspecified)
24: Cn1nc(C(=O)NC2CCCCC2)c2c1-c1ccccc1S(=O)(=O)C2
Assay by compound,17,18,19,20,21,22,23,24
Yp Topo-I inh,-7,-4,1,3,2,-1,7,4
Anthrax LF prot,-8,5,-2,-4,-3,-10,2,-4
TcdB GH inh,1.1,-1.2,3.7,x,-0.3,2.1,x,0.9
VHR inh abs,-4,x,-3,24,13,-2,45,-3
PfHsp40 yeast,1.5,x,0.8,-1.0,0.7,-0.5,-0.5,-0.1
BH1578 lux ind,-0.3,i,i,i,-3.1,i,-1.0,-3.1
SSB-PriA inh,-2,x,-11,-31,-9,4,3,-3
MazF activator,-16,x,-4,-13,-3,3,0,3
SARS 3CLpro inh,8,x,4,4,-1,2,5,1
Rv3671c inh,-14,x,-3,-1,6,4,-2,-11

25: CCCCn1nc(NC(=O)c2cccs2)c2cc3ccccc3nc21
26: COc1cccc2cc(C(=O)N3C(C)CCCC3C)c(=O)oc12 (stereo unspecified)
27: Cc1cc2c(cc1C)N(C(=O)CSC1=NCCS1)C(C)(C)c1ssc(=S)c1-2
28: CC(=O)N(c1ccc(Cl)cc1)c1cn(C(C)=O)c2ccccc12
29: Cc1cc(C2=NNC(=Nc3ccccc3)SC2)c(C)n1C
30: C=C(C)c1cccc(C(C)(C)NC(=O)N2CCCCC2CC)c1 (stereo unspecified)
31: O=C(NC(=S)N1CCN(c2ccccc2)CC1)c1ccc(S(=O)(=O)N2CCOCC2)cc1
32: O=C(CCSc1ccccc1)N1CCN(c2ccccc2)CC1
Assay by compound,25,26,27,28,29,30,31,32
Yp Topo-I inh,-2,6,4,2,-14,12,0,-11
Anthrax LF prot,1,7,-5,-2,-6,0,1,0
TcdB GH inh,x,0.3,x,1.3,0.7,x,-0.2,0.6
VHR inh abs,8,-27,-8,6,6,-2,-10,33
PfHsp40 yeast,0.5,0.2,2.9,0.5,-1.0,0.5,-1.0,0.2
BH1578 lux ind,-4.6,x,i,i,-0.5,-0.3,-4.2,-0.3
SSB-PriA inh,-9,-11,60,-18,1,-10,8,-9
MazF activator,-3,-14,0,4,5,8,5,-17
SARS 3CLpro inh,2,1,1,1,1,6,3,1
Rv3671c inh,-31,6,4,5,1,1,-4,-9

33: CCCn1cnc2scc(-c3ccc(C)cc3)c2c1=O
34: O=C(NC(C(=O)N/N=C/c1ccccc1)c1n[nH]c(=O)c2ccccc12)c1ccccc1 (stereo unspecified)
35: COC(=O)c1sc(-c2ccc(Cl)cc2)cc1N
36: O=C(O)c1cccc(NC(=S)NC(=O)c2cccc(OCc3ccccc3)c2)c1
37: O=C(NC1CCN(C(=O)NCc2ccccc2)CC1)c1ccco1
38: CC(=O)Nc1ccc(S(=O)(=O)NCC2CCC(C(=O)NCCc3ccccc3)CC2)cc1 (stereo unspecified)
39: COc1ccccc1CNCC(=O)NCc1ccc(C)cc1
40: CC(C)(C)c1ccc(S(=O)(=O)N2CC(=O)Nc3ccccc32)cc1
Assay by compound,33,34,35,36,37,38,39,40
Yp Topo-I inh,1,-15,-2,10,5,7,7,-8
Anthrax LF prot,0,-3,-3,-6,-2,-3,-4,0
TcdB GH inh,0.7,x,1.1,2.0,x,0.2,1.8,x
VHR inh abs,16,5,19,7,-2,11,3,31
PfHsp40 yeast,-0.1,1.1,-0.4,0.5,-0.4,-0.7,-1.1,0.1
BH1578 lux ind,i,i,-0.8,-0.8,i,-0.3,1.1,-2.0
SSB-PriA inh,-22,x,-14,4,-10,-13,-5,-18
MazF activator,-2,1,-3,-4,6,3,8,9
SARS 3CLpro inh,5,1,-5,3,-2,-4,3,0
Rv3671c inh,8,-6,5,-15,3,3,3,-6

Looked up by compound from above, 6 records:
36: O=C(O)c1cccc(NC(=S)NC(=O)c2cccc(OCc3ccccc3)c2)c1
38: CC(=O)Nc1ccc(S(=O)(=O)NCC2CCC(C(=O)NCCc3ccccc3)CC2)cc1 (stereo unspecified)
33: CCCn1cnc2scc(-c3ccc(C)cc3)c2c1=O
40: CC(C)(C)c1ccc(S(=O)(=O)N2CC(=O)Nc3ccccc32)cc1
37: O=C(NC1CCN(C(=O)NCc2ccccc2)CC1)c1ccco1
39: COc1ccccc1CNCC(=O)NCc1ccc(C)cc1
Assay by compound,36,38,33,40,37,39
Yp Topo-I inh,10,7,1,-8,5,7
Anthrax LF prot,-6,-3,0,0,-2,-4
TcdB GH inh,2.0,0.2,0.7,x,x,1.8
VHR inh abs,7,11,16,31,-2,3
PfHsp40 yeast,0.5,-0.7,-0.1,0.1,-0.4,-1.1
BH1578 lux ind,-0.8,-0.3,i,-2.0,i,1.1
SSB-PriA inh,4,-13,-22,-18,-10,-5
MazF activator,-4,3,-2,9,6,8
SARS 3CLpro inh,3,-4,5,0,-2,3
Rv3671c inh,-15,3,8,-6,3,3

Further structures.
41: COc1cccc(-c2nnn(CC(=O)Nc3ccc(C)cc3C)n2)c1OC
42: O=C(O)CN1C(=O)C2C3CCC(C3)C2C1=O (stereo unspecified)
43: O=[N+]([O-])c1ccc(N2CCOCC2)cc1
44: Nc1c(C(=O)O)cnc2c(-c3ccc(Cl)cc3)cnn12
45: Cc1ccc(N2CC(C(=O)N3CCC(c4nc5ccccc5[nH]4)CC3)CC2=O)cc1C (stereo unspecified)
46: COc1ccc2[nH]c(=O)c(CN(CCc3cccc(C)c3)C(C)=O)cc2c1
47: COC(=O)C1=C(CSc2nc3c(cc2C#N)CN(C)CC3)OC(N)=C(C#N)C1c1ccc(F)cc1 (stereo unspecified)
48: COc1ccc(NC(=O)[C@@H]2[C@@H]3C(=O)N(C4CCCCC4)C(=O)[C@@H]3C3c4ccccc4C=CN32)cc1 (stereo partly specified)
Assay by compound,41,42,43,44,45,46,47,48
Yp Topo-I inh,3,-3,3,1,6,11,-18,0
Anthrax LF prot,6,-8,-6,-4,-4,8,-40,3
TcdB GH inh,x,-5.9,1.7,1.2,0.7,x,x,x
VHR inh abs,8,x,x,19,x,6,8,-2
PfHsp40 yeast,0.6,x,2.8,-0.2,0.2,-0.1,1.4,-0.2
BH1578 lux ind,i,i,i,-0.4,-0.7,-0.3,-0.1,-2.8
SSB-PriA inh,-3,x,-7,-5,-4,-11,6,4
MazF activator,2,2,8,-5,2,2,-4,11
SARS 3CLpro inh,-1,x,x,3,x,2,2,6
Rv3671c inh,-6,x,x,-2,5,10,6,-10

49: COc1ccc(CN2CCN(CCCCOc3ccc(Cl)cc3)CC2)c(OC)c1OC
50: CC(C)(C)OC(=O)N(CCc1ccccc1)Cc1cccc(OCc2cccc(NC(=O)C3CCC3)c2)c1
51: O=C(CN1C(=O)c2ccccc2C1=O)N1CCOCC1
52: CCc1c(C)c2ccc(O)c(CN3CCCC3)c2oc1=O
53: Cc1cc2n(n1)C(c1c[nH]c3ccccc13)Nc1ccccc1-2 (stereo unspecified)
54: COCC(=O)N[C@@H]1c2ccccc2CC[C@@H]1OCc1ccccc1
Assay by compound,49,50,51,52,53,54
Yp Topo-I inh,19,39,-3,2,-13,17
Anthrax LF prot,-1,0,0,-3,10,-6
TcdB GH inh,1.1,-6.0,x,0.0,x,1.0
VHR inh abs,6,x,4,-12,-4,x
PfHsp40 yeast,-1.1,0.4,0.3,-1.3,1.7,0.4
BH1578 lux ind,-0.2,i,-0.8,i,-0.3,i
SSB-PriA inh,7,-2,9,-2,-1,-14
MazF activator,1,-2,4,3,-16,2
SARS 3CLpro inh,-1,x,2,1,-2,x
Rv3671c inh,2,x,6,x,-38,x

Source: PubChem BioAssay (several laboratories)
